Bioassay records (PubChem BioAssay)
Epigenetic derep – epigenetic control regulation, reporter derepression. Potency, µM (highest dose often 53.9 µM), inactives show at the highest dose GFP activation, hits mostly activators. 280,000 compounds, 0.2% hits. murine LDR cells, GFP reporter derepression, 30 h; active = well fitted activation curve with a large enough effect; inconclusive = small, poorly fitted or top-dose-only effect; note: % of control where 0% means no effect; nearly all actives have a fitted effect of over 60% in size
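Readout is the number of GFP-expressing murine LDR cells, counted by cytometry following washing. Cells were treated with compound for 30 h at 37 C; the stably integrated CMV-GFP locus is normally silent.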
RGS12 GoLoco inh – blocks human Gai1 binding to RGS12 GoLoco peptide, red readout | P63096 | Gai1:RGS12 GoLoco peptide FP, rhodamine, 10 min | Potency, µM (series often up to 61.6 µM), inactives show at the top dose activity, negative = inhibition, hits mostly inhibitors | 230,000 compounds, 0.44% hits; active = well fitted inhibition curve with a large enough effect, not every such curve was filed as active; inactive = no such curve, though single readings can be large or run the other way; note: % is set by controls: 0 for no effect and ±100 for the full control effect; nearly all actives have a fitted effect of over 30% in size; many of its hits are not listed in these tables
Target sequence (P63096 whole entry, looked up): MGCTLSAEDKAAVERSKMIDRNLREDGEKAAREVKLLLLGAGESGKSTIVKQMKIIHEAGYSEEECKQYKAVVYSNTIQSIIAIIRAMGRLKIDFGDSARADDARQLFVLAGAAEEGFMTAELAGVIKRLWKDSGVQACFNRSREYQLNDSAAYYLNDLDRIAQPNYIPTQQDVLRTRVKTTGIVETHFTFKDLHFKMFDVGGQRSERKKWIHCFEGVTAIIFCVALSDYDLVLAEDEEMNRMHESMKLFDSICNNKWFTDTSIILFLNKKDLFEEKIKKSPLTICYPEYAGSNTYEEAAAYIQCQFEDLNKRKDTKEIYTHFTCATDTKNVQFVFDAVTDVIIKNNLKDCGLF
An asterisk follows results filed as active; ? = inconclusive; · = not tested or not shown. Potency is the fitted concentration of half-maximal effect.

Start of the data: the first 5 records, to show the layout:
SMILES	Epigenetic derep	RGS12 GoLoco inh
C[C@]12CC[C@@H]3c4ccc(O)cc4C[C@@H](CCCCCCCCCS(=O)CCCC(F)(F)C(F)(F)F)C3[C@@H]1CC[C@@H]2O (stereo partly drawn)	·	-2%
C=C1CC2C3C=C(C)C4=CC(=O)CCC4(C)C3CCC2(C)[C@@]1(OC(C)=O)C(C)=O (stereo partly drawn)	·	7%
C[C@@H]1C(SC2Cn3cnc[n+]3C2)=C(C(=O)[O-])N2C(=O)[C@H]([C@@H](C)O)[C@@H]12 (stereo partly drawn)	·	5%
CC[C@@]1(c2ccccc2)NC(=O)N(C)C1=O	·	5%
CC(C)=CCC1C(=O)N(c2ccccc2)N(c2ccccc2)C1=O	·	-4%

The listing, repeating the preview:
SMILES	Epigenetic derep	RGS12 GoLoco inh
C[C@]12CC[C@@H]3c4ccc(O)cc4C[C@@H](CCCCCCCCCS(=O)CCCC(F)(F)C(F)(F)F)C3[C@@H]1CC[C@@H]2O (stereo partly drawn)	·	-2%
C=C1CC2C3C=C(C)C4=CC(=O)CCC4(C)C3CCC2(C)[C@@]1(OC(C)=O)C(C)=O (stereo partly drawn)	·	7%
C[C@@H]1C(SC2Cn3cnc[n+]3C2)=C(C(=O)[O-])N2C(=O)[C@H]([C@@H](C)O)[C@@H]12 (stereo partly drawn)	·	5%
CC[C@@]1(c2ccccc2)NC(=O)N(C)C1=O	·	5%
CC(C)=CCC1C(=O)N(c2ccccc2)N(c2ccccc2)C1=O	·	-4%
CCOC(=O)[C@@H](N)CS	·	8%
CCCCCCCCCCCCCCCCCC(=O)OCC(O)CO (stereo not drawn)	·	-3%
O[C@@H]([C@H](O)[C@H](O)CBr)[C@H](O)CBr	·	7%
CC(CCc1ccc(O)cc1)NCC(O)c1ccc(O)cc1 (stereo not drawn)	·	-1%
CCOC(=O)O[C@]1(C(=O)OCCl)CC[C@@H]2[C@H]3CCC4=CC(=O)C=C[C@]4(C)[C@@H]3[C@@H](O)C[C@@]21C	·	1%
CC(=O)Oc1cc(C)c(OC(C)=O)c2ccccc12	·	5%
CCN(CC)CCOCCOC(=O)C(CC)(CC)c1ccccc1 (tested in a mixture with another compound)	·	9%
NCCO/C=C/[C@H](N)C(=O)O	·	0%
CC(c1ncncc1F)[C@](O)(Cn1cncn1)c1ccc(F)cc1F (stereo partly drawn)	·	0%
NC(=O)CCCCC1CCSS1 (stereo not drawn)	·	12%
CC(=O)[O][Al][O]C(C)=O	·	8%
CC(C)CCCC(C)CCCC(C)CCCCC(C)CCCC(C)CCCC(C)C (stereo not drawn)	·	-2%
O=C(OCc1ccccc1)c1cccnc1	·	-13%
Cc1ncc(CSSCc2cnc(C)c(O)c2CO)c(CO)c1O	·	-1%
CCCCC/C(C=O)=C/c1ccccc1	·	6%
CC(=O)NC[C@@H]1CN(c2ccc(N3CCOCC3)c(F)c2)C(=O)O1	·	6%
CCSC1=NC2(CCN(C(=O)NC3CCCCC3)CC2)N=C1c1ccc(OC)cc1	1.4%	·
CCCCNc1nc2c(S(=O)(=O)c3ccc(Cl)cc3)nnn2c2ccsc12	1.8%	·
CC(C)Cn1c(=O)c2sccc2n2c(CCCC(=O)NCCc3ccc(Cl)cc3)nnc12	-0.5%	·
O=C(Nc1nnc2n1CCS2)c1ccccc1C(F)(F)F	1.1%	·

Record cards (already shown).
CCCCC/C(C=O)=C/c1ccccc1 is listed as Epigenetic derep: ·; RGS12 GoLoco inh: 6%
CCOC(=O)O[C@]1(C(=O)OCCl)CC[C@@H]2[C@H]3CCC4=CC(=O)C=C[C@]4(C)[C@@H]3[C@@H](O)C[C@@]21C is listed as Epigenetic derep: ·; RGS12 GoLoco inh: 1%
CC[C@@]1(c2ccccc2)NC(=O)N(C)C1=O is listed as Epigenetic derep: ·; RGS12 GoLoco inh: 5%

New compounds follow:
SMILES	Epigenetic derep	RGS12 GoLoco inh
CCc1ccc(-n2c(=O)c3cccnc3n2CC(=O)NCc2ccc(C)cc2)cc1	9.9%	·
O=C(CC(c1cccs1)N1Cc2ccccc2C1=O)Nc1ccccc1 (stereo not drawn)	5.3%	·
C=Cc1ccc(Cn2ccn(-c3ccc(F)c(F)c3)c(=O)c2=O)cc1	2.8%	·
CCOc1ccc(Br)cc1S(=O)(=O)Nc1cccc(-c2ccc(OC)nn2)c1	1.1%	·
O=S(=O)(Nc1ccc(-c2ccc(N3CCCC3)nn2)cc1)c1ccccc1Cl	-1.7%	·
CC(C)CN1CCc2nc(Nc3ccc(F)cc3F)ncc2C1	-4.0%	·
CCCCOC(=O)c1ccc(NC(=O)c2cc(-c3cccs3)on2)cc1	-1.6%	·
COc1ccc(NC(=O)CCCN2C(=O)C(c3ccccc3)Oc3cccnc32)c(OC)c1 (stereo not drawn)	2.1%	·
CCCCn1c(=O)c2oc3ccccc3c2n(CC(=O)Nc2cc(C)ccc2C)c1=O	-1.6%	·
CC(=O)c1ccc(NC(=O)CN(C)S(=O)(=O)c2cc3c(cc2Cl)NC(=O)CO3)cc1	-1.3%	·
CC(C)Oc1ccc(CNC(=O)CCCn2c(=O)c3cccn3c3cccnc32)cc1	-1.7%	·
COC(=O)c1ccc(NC(=O)CC2C(=O)N(c3cccc(C)c3)C(=O)N2Cc2ccco2)cc1 (stereo not drawn)	-0.8%	·
CCC(C(=O)NCc1ccccc1Cl)n1c(=O)c2cccn2c2ccccc21 (stereo not drawn)	0.0%	·
COc1ccc(NS(=O)(=O)c2ccc3c(c2)CC(C)N3C(C)=O)c(OC)c1 (stereo not drawn)	-1.2%	·
Cc1ccc(C)c(NC(=O)CN2C(=O)CCc3ccccc32)c1	0.8%	·
O=C(NCCc1ccc(Cl)cc1)c1ccc2nc(Cc3ccccc3)oc2c1	-1.7%	·
Cc1ccc(S(=O)(=O)Nc2nc3n(n2)C(c2ccc(Cl)cc2)C=C(c2ccccc2)N3)cc1 (stereo not drawn)	-5.3%	·
Cc1ccc(Nc2sc(C(=O)c3ccccc3)c(N)c2C(N)=O)cc1	2.1%	·
O=C(NCC(c1cccnc1)N1CCc2ccccc2C1)C(=O)Nc1ccccc1 (stereo not drawn)	0.8%	·
Cc1ccc(-n2c(C)nc3c(cnn3-c3ccccc3)c2=O)cc1	0.0%	·
Cc1ccc(-c2nc(CCNC(=O)C(=O)Nc3c(C)cccc3C)cs2)cc1	0.0%	·
Cc1cccc(N2CCN(C(=O)Nc3cn(CC(C)C)c(=O)c4ccccc34)CC2)c1C	-1.3%	·
CNS(=O)(=O)c1cc(-c2nn3c(C)nnc3c3ccccc23)ccc1C	-1.6%	·
CCOC(=O)c1sc2cccc(F)c2c1S(=O)(=O)NCc1ccccc1Cl	1.5%	·
Cc1cccc(C)c1OCC(=O)Nc1nc(-c2ccc(Br)cc2)ns1	-2.2%	·

Additional records follow:
SMILES	Epigenetic derep	RGS12 GoLoco inh
CCN(CC)c1ccc(NS(=O)(=O)c2cc(-c3onc(C)c3C)ccc2OC)c(C)c1	-2.1%	·
CCc1ccc(NC(=O)c2ccc(CN3C(=O)C(C)=C(c4ccc(C)cc4)S3(=O)=O)cc2)cc1	0.8%	·
CCC(=O)OCc1cnc(C)c2oc(=O)c(C(=O)Nc3ccccc3C(F)(F)F)cc12	0.4%	·
CSc1nc(C)cc(Nc2c(C)cc(C)cc2C)n1	-3.2%	·
Cc1cc(C)cc(-n2c(SCC(=O)NCC3CCCO3)nc3c([nH]c4ccccc43)c2=O)c1 (stereo not drawn)	0.8%	·
Cc1cc(C)c(S(=O)(=O)Nc2cccc(-c3cn4ccccc4n3)c2)c(C)c1	-1.3%	·
Cc1ccc(NC(=O)C2=CC(c3ccc4c(c3)OCO4)=NS(=O)(=O)N2C)cc1	-0.9%	·
CC(=O)OCc1cc(=O)n2nc(C3CCCCC3)sc2n1	1.1%	·
CCOC(=O)c1ccc(NC(=O)Cn2cnc3sc(C(=O)OCC)c(C)c3c2=O)cc1	-1.1%	·
COc1ccc(CNC(=O)Cn2c(=O)n3nc(-c4cccc(F)c4)nc3c3ccccc32)cc1OC	0.8%	·
COc1ccc(CN(C(=O)Nc2ccccc2)c2ccccn2)cc1OC	3.2%	·
CCOC(=O)N1CCc2c(sc(NCc3cccc(F)c3)c2C(=O)Nc2ccc(OC)cc2OC)C1	-0.2%	·
CCc1nn2c(=O)cc(COC(=O)c3cccc(NC(=O)c4cccs4)c3)nc2s1	0.1%	·
Cc1nnc(NC(=O)CSc2nccn2Cc2ccc(Cl)cc2)s1	-4.6%	·
Cc1cn2c(=O)cc(COC(=O)c3ccc(NC(=O)C(C)Oc4ccccc4)cc3)nc2s1 (stereo not drawn)	?	·
CC(C)OCCCNC(=O)CN1C(=O)c2ccccc2Sc2ncccc21	-1.4%	·
COc1cccc(NC(=O)CSC2=Nc3ccccc3C3=NC(CC(=O)NCc4ccccc4OC)C(=O)N23)c1 (stereo not drawn)	-2.5%	·
Cc1cc(C)c(NC(=O)C2CCN(S(=O)(=O)c3c(C)noc3/C=C/c3ccccc3F)CC2)c(C)c1	-1.7%	·
CCN(CC)c1ccc(NC(=O)c2cc(C)nc3c2c(C)nn3-c2ccc(C)cc2)c(C)c1	-1.3%	·
Oc1c(C(c2cccc(Br)c2)N2CCCC2)sc2nc(-c3ccco3)nn12 (stereo not drawn)	-1.6%	·
Cc1ccc(-n2ncc(C(=O)Nc3ccc4c(c3)OCCO4)c2C2CCN(C(=O)OC(C)(C)C)CC2)cc1C	-1.3%	·
CCN1CCN(C(=O)c2ccc3c(c2)N(Cc2cccc(Cl)c2)C(=O)c2ccccc2S3=O)CC1 (stereo not drawn)	0.8%	·
CCC(C)NC(=O)C1CCC(CNS(=O)(=O)c2ccc(Cl)cc2)CC1 (stereo not drawn)	-1.1%	·
CCN(CC)CCNC(=O)C(=O)NCC(c1cccnc1)N1CCN(c2ccccc2)CC1 (stereo not drawn)	-1.6%	·
COc1cccc(CNC(=O)c2nn(C)c3c2CS(=O)(=O)c2ccccc2-3)c1	1.4%	·

An excerpt of these results, in CSV form.
structure,Epigenetic derep,RGS12 GoLoco inh
CCOC(=O)c1ccc(NC(=O)Cn2cnc3sc(C(=O)OCC)c(C)c3c2=O)cc1,-1.1%,·
COc1ccc(CNC(=O)Cn2c(=O)n3nc(-c4cccc(F)c4)nc3c3ccccc32)cc1OC,0.8%,·
COc1ccc(CN(C(=O)Nc2ccccc2)c2ccccn2)cc1OC,3.2%,·
CCOC(=O)N1CCc2c(sc(NCc3cccc(F)c3)c2C(=O)Nc2ccc(OC)cc2OC)C1,-0.2%,·
CCc1nn2c(=O)cc(COC(=O)c3cccc(NC(=O)c4cccs4)c3)nc2s1,0.1%,·

(list continues)
SMILES	Epigenetic derep	RGS12 GoLoco inh
COCCn1c(C)cc(O)c(C(c2ccccc2)N2CCCCC2)c1=O (stereo not drawn)	0.0%	·
COc1ccc(-c2cccc(NS(=O)(=O)c3ccc(NC(C)=O)cc3)c2)nn1	-1.7%	·
COc1ccc(Cl)cc1S(=O)(=O)N1CCN(Cc2cccc(F)c2)CC1	1.2%	·
COc1ccc(OCCCn2c(C)nc3cc(C)c(C)cc32)cc1	-0.8%	·
CCCC(=O)N1c2nc(C(C)C)nn2C2(CCCCC2)[C@@H]2CCCC[C@@H]21	-2.4%	·
Cc1nnc2c3ccccc3nc(Nc3cccc(O)c3)n12	-3.4%	·
Cc1ccc2nc3sc(C(=O)Nc4ccc(F)cc4)cc3cc2c1	-1.7%	·
Cc1cccc(N2CCN(C(=O)c3noc4c3COc3ccc(C)cc3-4)CC2C)c1 (stereo not drawn)	1.4%	·
Oc1c(C(c2ccccc2)N2CCCC2)sc2nc(-c3ccco3)nn12 (stereo not drawn)	1.0%	·
Cc1nc(-c2ccc(F)cc2)sc1CCNC(=O)c1cccs1	-1.6%	·
CCOC(=O)c1ccc(Nc2nn3c(=O)c4ccccc4nc3s2)cc1	-0.5%	·
CCOc1ccc(N(CC)S(=O)(=O)N2CCCC(C(=O)Nc3ccc(NC(C)=O)cc3)C2)cc1 (stereo not drawn)	5.6%	·
Cc1nn(-c2ccccc2)c2c1N(CC(=O)N1CCN(c3ccc(Cl)cc3)CC1)C(=O)CS2	0.0%	·
COc1ccc(Cl)cc1-n1cc(-c2ccccc2)nc1SCC(=O)Nc1ccc(C)cc1	0.0%	·
CC1CCCCN1C(=O)CSc1nc(-c2ccccc2)no1 (stereo not drawn)	-1.1%	·
CCOCCc1nn2c(=O)cc(COC(=O)c3ccccc3NC(=O)C3CCCCC3)nc2s1	-1.7%	·
CCOCCCNC(=O)c1ccc(-n2c(-c3ccccc3)cc3c2CCCCC3)cc1	-1.1%	·
COc1cccc(C(=O)Nc2ccccc2C(=O)OCc2cc(=O)n3c(C)csc3n2)c1	4.8%	·

These rows are one share of the data. The share of hits here may be higher or lower than overall.
